Source: PubChem
SMN2 splice enh = SMN2 splice variant enhancement; AID 1458; HEK293 SMN2-luciferase splicing reporter, luminescence, 30-36 h; Potency, µM (doses to about 46.1 µM), for the others: top-dose activity change, positive = activation, actives largely listed as activators; actives 2.8% (n = 210,000); further: % of control where 0% means no effect; nearly all actives have a fitted effect of over 55% in size
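qHTS luciferase splicing reporter: luminescence rises when SMN2 exon 7 is included in transfected HEK293 cells. Compound exposure lasted 30-36 h at 37C, with 4.5 mM final sodium butyrate as control, followed by a ONE-Glo read.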
ALDH1A1 inh = ALDH1A1 (human) enzyme inhibition; P00352; Purified ALDH1A1, NADH fluorescence, propionaldehyde substrate; Potency, µM (series often up to 75.3 µM), for the others: top-dose activity, negative = inhibition, most hits filed as inhibitors; actives 7.3% (n = 220,000); AID 1030; active means well fitted inhibition curve with a large enough effect, not every such curve was filed as active; inconclusive means small, poorly fitted or top-dose-only effect, or another doubt; inactive means no such curve, though single readings can be large or run the other way;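 further: plate controls were no enzyme wells and a reference inhibitor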
Target sequence (P00352 whole entry, looked up): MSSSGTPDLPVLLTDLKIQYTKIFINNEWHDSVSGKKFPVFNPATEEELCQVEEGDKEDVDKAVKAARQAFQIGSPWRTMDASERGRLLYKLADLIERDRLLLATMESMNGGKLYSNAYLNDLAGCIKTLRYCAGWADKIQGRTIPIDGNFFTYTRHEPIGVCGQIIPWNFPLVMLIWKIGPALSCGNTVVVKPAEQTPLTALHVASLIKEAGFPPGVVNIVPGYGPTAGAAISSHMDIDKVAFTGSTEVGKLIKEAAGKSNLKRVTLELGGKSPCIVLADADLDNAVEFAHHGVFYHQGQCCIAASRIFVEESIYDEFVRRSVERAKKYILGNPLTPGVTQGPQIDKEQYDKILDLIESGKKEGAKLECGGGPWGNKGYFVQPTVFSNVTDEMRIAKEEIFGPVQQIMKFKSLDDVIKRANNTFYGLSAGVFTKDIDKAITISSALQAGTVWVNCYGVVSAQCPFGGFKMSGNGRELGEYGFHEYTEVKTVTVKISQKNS
RECQ1 helicase = RECQ1 (human) helicase inhibition. RECQ1 DNA unwinding, red fluorescence kinetic read. Potency, µM (titrated, usually from 57.3 µM), for inactives: at the highest dose activity, negative = inhibition, hits mostly inhibitors. actives 0.54% (n = 240,000). AID 2549;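 further: plate controls were vehicle for no effect and no enzyme for full effect; nearly all actives have a fitted effect of over 30% in size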
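50 nM RECQ1T1 preincubated 15 min with compound in Tris pH 8.0 buffer with MgCl2, DTT, Tween-20 and 2.5 ug/ml poly(dI-dC); started with 200 nM TAMRA/BHQ-2 forked duplex and 2 mM ATP. Unwinding read as fluorescence (525/598 nm), two reads 2 h apart.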
L3MBTL1 inh = blocks human L3MBTL1; actives 0.66% (n = 230,000); Q9Y468; AlphaScreen L3MBTL1–H3K9me1 peptide binding; AID 485360; Potency, µM (highest dose often 57.1 µM), without a hit: top-dose activity, negative = inhibition, hits mostly inhibitors; further: on the % scale 0 is the no-effect control and ±100 the full control effect; nearly all actives have a fitted effect of over 60% in size
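L3MBTL1 (50 nM) pre-complexed 30 min with biotinylated H3(1-15)K9me1 peptide (75 nM), then compounds added for 30 min at room temperature; AlphaScreen streptavidin donor/nickel chelate acceptor beads (10 ug/mL final) read after 30 min dark incubation.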
KinaseGlo FLuc = Kinase-Glo luciferase inhibition (counter-screen) | Kinase-Glo luciferase, ATP luminescence, 8 min | Q27757 | actives 0.28% (n = 200,000) | Potency, µM (series often up to 38.3 µM), inactives show top-dose activity change, negative = inhibition, actives largely listed as inhibitors; further: on the % scale 0 is the no-effect control and ±100 the full control effect; nearly all actives have a fitted effect of over 60% in size
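Recombinant Kinase-Glo luciferase, 10 uM ATP (linear range), luciferin; imidazole pH 7.2 / KCl / MgCl2 / Tween / BSA buffer; 8 min RT; luminescence.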
LMNA splice mod = LMNA splicing modulation | HeLa LMNA splicing GFP/RFP minigene ratio, 48 h | Potency, µM (titrated, usually from 46.1 µM), inactives show at the top dose ratio change, negative = inhibition, actives largely listed as inhibitors | actives 0.01% (n = 200,000) | AID 1487; active means well fitted inhibition curve with a large enough effect in the signal ratio, with a control signal flat, not every such curve was filed as active; inconclusive means small, poorly fitted or top-dose-only effect, or effect the other way, or a change in a side signal; the % refers to the signal ratio; further: on the % scale 0 is the no-effect control and ±100 the full control effect
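S3 HeLa cells stably expressing lamin A-EGFP splicing minigene plus DsRed2, 600 cells/well, 48 h compound exposure at 37C. Laser-scanning cytometry; analysed as GFP (500-530 nm)/RFP (575-640 nm) total intensity ratio; 0.5% DMSO vehicle.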
Tau ThT inhib = inhibitors of human tau fibril formation, thioflavin T binding | P10636 | recombinant tau K18 P301L (four-repeat tau fragment), heparin-induced fibrillization, ThT fluorescence | Potency, µM (doses to about 57.4 µM), for the others: at the highest dose activity, negative = inhibition, usual class: inhibitors | actives 2.1% (n = 270,000) | AID 1460; further: on the % scale 0 is the no-effect control and ±100 the full control effect; nearly all actives have a fitted effect of over 55% in size
Target sequence (P10636 561-689 P618L limits assumed): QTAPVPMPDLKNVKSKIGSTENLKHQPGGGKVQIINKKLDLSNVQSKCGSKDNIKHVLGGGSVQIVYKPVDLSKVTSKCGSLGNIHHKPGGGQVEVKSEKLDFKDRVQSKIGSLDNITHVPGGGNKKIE
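Recombinant human tau K18 fragment […] carrying P301L, 15 uM unlabeled plus 0.24 uM Alexa 594-labeled, was fibrillized with 20 uM heparin in 100 mM sodium acetate pH 7 for 6 hr at 37 C; 30 uM ThT fluorescence read after 1 hr.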
KDM4E inh = inhibitors of human JMJD2E histone demethylase | AID 2147 | actives 1.6% (n = 230,000) | Potency, µM (titrated, usually from 57.1 µM), for inactives: top-dose activity change, negative = inhibition, hits mostly inhibitors | B2RXH2 | JMJD2E catalytic domain, FDH-coupled NADH fluorescence (FDH is formaldehyde dehydrogenase); active means well fitted inhibition curve with a large enough effect, not every such curve was filed as active; inconclusive means small, poorly fitted or top-dose-only effect, or another doubt; inactive means no such curve, though single readings can be large or run the other way;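 further: 0% = wells with enzyme and -100% = buffer wells without enzyme; nearly all actives have a fitted effect of over 50% in size; many of its hits are not listed in these tables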
Target sequence (B2RXH2 1-337 limits assumed): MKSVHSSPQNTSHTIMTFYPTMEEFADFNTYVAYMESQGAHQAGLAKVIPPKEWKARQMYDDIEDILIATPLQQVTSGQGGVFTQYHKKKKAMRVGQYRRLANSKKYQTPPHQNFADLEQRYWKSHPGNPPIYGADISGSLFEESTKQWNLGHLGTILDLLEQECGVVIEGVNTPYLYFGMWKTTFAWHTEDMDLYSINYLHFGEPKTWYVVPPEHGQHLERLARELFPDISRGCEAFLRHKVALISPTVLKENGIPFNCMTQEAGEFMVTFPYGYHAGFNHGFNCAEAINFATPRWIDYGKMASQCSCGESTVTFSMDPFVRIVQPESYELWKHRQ
Starred values were filed as active, the others as inactive; i = inactive; u = inconclusive; x = not tested or not shown; & = joins results of further samples; [ ] = dose if it differs, or a comment. Unless noted, the call rests on the fitted dose curve; in most records, active means well fitted curve in the direction sought with a large enough effect; inconclusive means small, poorly fitted or top-dose-only effect, or another doubt; inactive means no such curve, though single readings can be large; an effect the other way counts as inactive or inconclusive. Potency means the concentration at half of the fitted maximal effect. Only part of the results is shown (hit frequency here may not be typical).

SMILES	SMN2 splice enh	ALDH1A1 inh	RECQ1 helicase	L3MBTL1 inh	KinaseGlo FLuc	LMNA splice mod	Tau ThT inhib	KDM4E inh
CC(=O)NCCC(=O)Nc1ccc(C)c(F)c1	-15%	1%	i	0%	2%	-5%	-6%	-2%
COc1ccc(C2(CNC(=O)c3ccccc3)CCOCC2)cc1	x	u	-1%	-8%	x	x	-14%	15%
CO[C@]1(NC(=O)Cc2cccs2)C(=O)N2C(C(=O)O)=C(COC(N)=O)CS[C@H]21	2%[20.6 µM]	-8%[20.9 µM]	-11%[25.9 µM]	x	-6%[17.1 µM]	u	x	-6%[25.5 µM]
CCOC(=O)N1CCN(C(=O)C2CCN(Cc3cccc(OCc4ccccc4)c3)CC2)CC1	-18%	14µM*	i	-3%	1%	u	-2%	u
O=C1COc2cccnc2N1	20%	6%	-15%	1%&-5%	-4%	1%	-3%&-8%	-4%&4%
O=C(/C=C/c1ncc(C(F)(F)F)cc1Cl)OCc1ccccc1	5%	u	-8%	4%	3%	-9%	-17%	-24%
CCC(CC)c1nnc(NC(=O)Oc2ccccc2)s1	9%	u	0%	0%	-3%	-4%	4%	3%
CCc1ccc(NC2=NCC(=O)N2c2ccc3c(c2)OCCO3)cc1	-1%	3%	i	-2%	0%	-6%	-4%	6%
COc1ccc(NC(=O)c2cn(-c3ccccc3)nc2SC)cc1	x	x	-25%	5%	x	x	u	12%
CCC(C(=O)c1ccccc1)N(C(=O)c1ccccc1Cl)N1C(=O)C2C3C=CC(C3)C2C1=O (stereo unspecified)	6%	5%	2%	-1%	-5%	-3%	-4%	6%
COc1ccc(NS(=O)(=O)c2ccc(O)c(C(=O)OCC(=O)NC(C)C3CC4CCC3C4)c2)cc1 (stereo unspecified)	17%	u	-14%	-13%	0%	-5%[46 µM]	3%	-26%
O=C(CN1CCN(S(=O)(=O)c2ccc(F)cc2)CC1)Nc1ccc2c(c1)OCCO2	-11%	u	-8%	8%	0%	0%	-2%	2%
O=C(O)/C=C/C(=O)N1CCN(c2ccc(F)cc2)CC1	-1%	u	i	-2%	3%	u	-13%	-21%
COc1ccc(C(=O)NCCCc2nc3ccccc3n2Cc2cc(C)ccc2C)cc1OC	-6%	2%	-8%	-11%	-2%	-2%	-21%	-15%
CCC(=O)Nc1ccc(Nc2nc(Cl)nc(Nc3ccc(NC(=O)CC)cc3)n2)cc1	11%	9%	i	12%	-1%	-9%[46 µM]	u	-9%
COc1cc(NC(=S)N2CCN(C(c3ccccc3)c3ccccc3)CC2)cc(OC)c1	13µM*	1%	i	-15%	1%	u	0%	-4%
O=C(Cc1ccccc1)NO	-14%	9%	8%	x	-4%	x	-7%	-1%
COc1ccccc1N(C(=O)c1snc(C(N)=O)c1N)C(C(=O)NC1CCCC1)c1ccco1 (stereo unspecified)	-8%	u	u	u	0%	13%	-10%	u
CCN(CC)c1nc(Nc2ccccc2)nc(Oc2ccc(=O)n(C)n2)n1	-4%	u	-17%	2%	-1%	u	-4%	2%
COC(=O)c1ccccc1S(=O)c1snnc1C (stereo unspecified)	3%	1%	i	14%	-1%	u	-6%	1%
Cc1cccc(C)c1NC(=S)/N=C/N(C)C	-7%	10%	i	6%	2%	-21%[46 µM]	0%	2%
O=C(CCS(=O)(=O)c1ccc(Br)cc1)Nc1ccc2c(c1)OCO2	22%	u	-7%	u	-3%	6%	u	-4%
Cc1ccc(C)c(NC(=O)c2ccccc2Sc2ccc([N+](=O)[O-])cc2Cl)c1	0%	10%	2%	-1%	-4%	u	-4%	7%
Cc1noc(C)c1S(=O)(=O)Nc1ccc(C(=O)N2CCN(c3ccc(Cl)cc3)CC2)cc1	-34%[inhibitor]	13%	-12%	-9%	0%	u	-15%	4%
CCc1c(C(=O)N/N=C/c2ccc(C)o2)csc1C	-28%	u	4%	-2%	-5%	0%	-10%	9%
Following part:
SMILES	SMN2 splice enh	ALDH1A1 inh	RECQ1 helicase	L3MBTL1 inh	KinaseGlo FLuc	LMNA splice mod	Tau ThT inhib	KDM4E inh
COc1ccc(CCNCC2C(Oc3ccc(Cl)cc3)C(=O)N2c2ccccc2C)cc1OC (stereo unspecified)	x	u	-9%	x	x	x	-15%	2%
CCOC(=O)CSc1nc2ccccc2c(=O)n1CC1COc2ccccc2O1 (stereo unspecified)	-20%	u	-1%	8%	0%	15%	-14%	-3%
C=C1Cn2c(nnc2-c2ccc(Cl)cc2)S1	-1%	8%	-8%	-3%	-2%	-6%	-4%	-6%
CCOC(=O)c1ccc(Cl)c(S(=O)(=O)N2CCCC2)c1	-6%	u	i	11%	1%	0%[46 µM]	-1%	-6%
O=C(CSc1nc2ccsc2c(=O)n1CC1CCC(C(=O)O)CC1)c1ccc(F)cc1 (stereo unspecified)	-27%	4%	-5%	x	-3%	14%[9.22 µM]	-2%	-12%
CC(Oc1ccccc1)C(=O)NC1CCN(Cc2ccccc2)CC1 (stereo unspecified)	-8%	3%	-13%	1%	0%	-5%	-2%	-7%
CS(=O)(=O)CCC(C(=O)n1nnc2ccccc21)N1C(=O)c2ccccc2C1=O (stereo unspecified)	-2%	16%	i	5%	-4%	-5%	-1%	0%
Cc1cccc(CS(=O)(=O)Cc2ccc(C(=O)O)o2)c1	5%	u	5%	x	5%	-5%	-3%	9%
Cc1ccc2c(C(=O)CN3CCN(c4ccccc4)CC3)c(C)[nH]c2c1	-13%	-5%	-17%	0%	1%	4%	u	-1%
CN1CC(=O)N(CC(=O)Nc2ccc(SC(F)F)cc2)C1=O	10%	1%	-11%	-34%	1%	-9%[9.22 µM]	-4%	6%
CCCCNC(=O)C(c1ccc(OCC(=O)OC)c(C(=O)OC)c1)N(CCC1=CCCCC1)C(=O)CCCCCN1C(=O)NC(c2ccc(-c3ccccc3)cc2)C(C(=O)OCc2ccccc2)=C1C (stereo unspecified)	u	6%	-7%	x	-6%	x	u	-6%
C=CCNC(=S)N/N=C/c1ccc(-c2cc(Cl)ccc2Cl)o1	x	u	-1%	3%	-2%	u	u	u
CCOC(=O)C1(Cc2ccccc2C)CCCN(Cc2ccc(NC(C)=O)cc2)C1 (stereo unspecified)	x	6%	i	-6%	x	x	-9%	8%
CC(C)CC(=O)Nc1ccc(N2CCN(S(C)(=O)=O)CC2)cc1	27%	7%	-1%	7%	1%	-4%	2%	-1%
Cc1ccc(S(=O)(=O)N(C)c2ccccc2C(=O)Nc2ccc3c(c2)OCCO3)cc1	x	x	-3%	-5%	x	x	u	-1%
O=C(NC(=S)Nc1cccc(Cl)c1N1CCCC1)c1ccc(-c2cccc([N+](=O)[O-])c2)o1	-36%	28µM*	-6%	33%[activator]	2%	1%	u	6%
O=C(NC1CCCc2ccccc21)C1CCN(S(=O)(=O)c2ccccc2)CC1 (stereo unspecified)	-18%	u	-3%	7%	3%	-16%	-7%	6%
O=c1[nH]c2cc3c(cc2cc1C(c1nnnn1Cc1ccccc1)N1CCN2CCCC2C1)OCCO3 (stereo unspecified)	x	u	i	x	-6%	3%	-17%	u
O=C(/C=C/c1ccco1)NCC1CCCO1 (stereo unspecified)	1%	22µM*	-3%	-4%	-4%	22%	14µM*	-17%
c1cnc2ccc(C(c3nnnn3C3CCCCC3)N3CCN4CCCC4C3)cc2c1 (stereo unspecified)	8%	3%	-7%	x	-3%	5%	3%	-7%
Cc1nccc(-c2sc(-c3cccs3)nc2C)n1	x	x	i	70%[activator]	x	x	-6%	u
Nc1nc(-c2cccc(Br)c2)cs1	-31%	u	-3%	x	17%	16%	u	1%
O=C(O)CCCC(=O)N1CCN(c2nc(-c3ccccc3)c3ccccc3n2)CC1	-13%	u	-12%	x	-3%	5%	-15%	u
O=C(Cc1ccc(-c2ccccc2)cc1)OCC(=O)N1CCCC1=O	1%	-6%	3%	2%	2%	x	-5%	-19%
CC(C)n1cc(/C=C2/NC(=O)NC2=O)c2ccccc21	5%	2%	-21%	-26%	-3%	-3%[46 µM]	-4%	-4%

The closing two entries of the section above open the next one.
SMILES	SMN2 splice enh	ALDH1A1 inh	RECQ1 helicase	L3MBTL1 inh	KinaseGlo FLuc	LMNA splice mod	Tau ThT inhib	KDM4E inh
O=C(Cc1ccc(-c2ccccc2)cc1)OCC(=O)N1CCCC1=O	1%	-6%	3%	2%	2%	x	-5%	-19%
CC(C)n1cc(/C=C2/NC(=O)NC2=O)c2ccccc21	5%	2%	-21%	-26%	-3%	-3%[46 µM]	-4%	-4%
CCC[C@@H]1C[C@@H](C(=O)N[C@H]([C@@H](C)O)[C@H]2O[C@H](SC)[C@H](O)[C@@H](O)C2O)N(C)C1 (stereo partly specified)	-11%	-8%	-8%	7%	0%	-2%	-6%	-9%
CCCN1Cc2cccc(C(=O)NCc3ccccc3OC)c2C1=O	0%	u	-12%	x	1%	12%	-11%	-2%
Cc1ccc(C(=O)NC2CCS(=O)(=O)C2)cc1S(=O)(=O)N1CCCCCC1 (stereo unspecified)	-13%	7%	18%	12%	0%	x	-5%	4%
CN(C)c1ccc(/C=[N+](\[O-])C2N(c3ccccc3)C(=S)SC2(C)C)cc1 (stereo unspecified)	-4%	22µM*	-1%	1%	0%	0%	-13%	-8%
CCN(CC)S(=O)(=O)c1ccc(C(=O)Nc2ccc3c(c2)OCO3)cc1	4%	u	i	-9%	0%	-4%[46 µM]	-10%	2%
C#CCNC(=O)C1=C[C@@H](C2CCCCC2)C[C@@H](OCCCCO)O1	x	u	-25%	4%	x	x	-14%	-26%
O=c1cc(-c2ccccc2)c2ccccc2[nH]1	-45%[inhibitor]	-9%	-3%	-6%	-8%	3%	-4%	-3%
CN(C)C(=O)NC(NC(=S)Nc1ccccc1)C(Cl)(Cl)Cl (stereo unspecified)	17%	13µM*	i	x	0%	15%[46 µM]	-13%	-2%
CCCCCn1c(SCC(=O)c2ccccc2)nc2cc(C(=O)NCc3ccco3)ccc2c1=O	0%	-13%	-12%	2%	-4%	16%	-3%	13%
